Mdm2 MdmX PPI: inhibitors of human Mdm2-MdmX association, primary screen, cell-based, luminescence, split luciferase, SaOS-2, uHTS | 330,000 tested, 3% active | AID 485346, 2010 | SaOS-2 split-luciferase Mdm2/MdmX complementation | inhibition, % at 8 µM;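 active = inhibition of at least 50% at 8 µM in the primary screen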
Target sequence (O15151 whole entry, looked up): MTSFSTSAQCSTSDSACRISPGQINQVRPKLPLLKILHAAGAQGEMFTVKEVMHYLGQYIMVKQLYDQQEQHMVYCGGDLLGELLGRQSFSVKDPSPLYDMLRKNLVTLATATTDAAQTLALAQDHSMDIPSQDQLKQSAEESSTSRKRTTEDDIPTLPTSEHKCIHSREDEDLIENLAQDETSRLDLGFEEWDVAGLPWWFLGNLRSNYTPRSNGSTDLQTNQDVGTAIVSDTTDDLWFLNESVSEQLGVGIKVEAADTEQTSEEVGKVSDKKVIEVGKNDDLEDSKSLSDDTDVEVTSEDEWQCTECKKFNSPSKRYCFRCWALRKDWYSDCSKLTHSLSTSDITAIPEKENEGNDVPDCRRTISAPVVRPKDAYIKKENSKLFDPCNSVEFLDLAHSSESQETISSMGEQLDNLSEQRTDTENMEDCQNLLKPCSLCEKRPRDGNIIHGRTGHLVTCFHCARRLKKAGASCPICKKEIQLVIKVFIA
Target sequence (Q00987 whole entry, looked up): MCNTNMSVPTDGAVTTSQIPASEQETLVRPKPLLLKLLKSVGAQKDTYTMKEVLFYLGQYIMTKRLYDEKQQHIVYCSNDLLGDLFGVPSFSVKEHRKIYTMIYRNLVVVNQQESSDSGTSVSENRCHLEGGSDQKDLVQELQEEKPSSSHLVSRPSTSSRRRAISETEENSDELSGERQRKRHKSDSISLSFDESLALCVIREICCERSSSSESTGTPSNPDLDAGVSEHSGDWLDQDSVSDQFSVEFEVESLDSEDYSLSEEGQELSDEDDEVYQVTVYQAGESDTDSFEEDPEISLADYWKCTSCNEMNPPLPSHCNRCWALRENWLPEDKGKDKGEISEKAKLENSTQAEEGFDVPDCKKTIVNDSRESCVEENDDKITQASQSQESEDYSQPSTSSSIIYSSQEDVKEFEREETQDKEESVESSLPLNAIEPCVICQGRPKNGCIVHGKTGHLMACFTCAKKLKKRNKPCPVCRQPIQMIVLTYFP
Jurkat NFkB inh: inhibitors of induced NF-kB luciferase reporter, primary screen, TCR NF-kB activation inhibitor project, cell-based, luminescence, uHTS | Jurkat, PMA/ionomycin-induced NF-kB luciferase reporter | inhibition, % at 4 µM | 330,000 tested, 0.53% active; in the data active = inhibition above about 50%
697 NFkB inh: inhibitors of PMA/ionomycin-induced NF-kB reporter, 697 cells, primary screen, B-cell NF-kB inhibitor project, cell-based, luminescence, uHTS; 697 B-cell NF-kB luciferase reporter, 16 h; inhibition, % at 4 µM; 330,000 tested, 0.33% active; AID 435022, 2010; in the data active = inhibition above about 35%
tim23-1 inh: growth inhibitors of tim23-1 mutant yeast, primary screen, luminescence, uHTS; AID 463212, 2010; inhibition, % at 20 µM; S. cerevisiae tim23-1 growth, BacTiter-Glo luminescence, 24 h; 330,000 tested, 1.3% active;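 active = growth inhibition of the mutant yeast at or above 50%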;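 also: temperature-sensitive mutant grown at 25 °C; plate controls were DMSO-treated mutant yeast for no effect and medium wells lacking yeast for full effect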
UPR CHOP act: activators of apoptotic CHOP UPR arm, primary screen, cell-based, CHO-CHOP luciferase reporter, luminescence, uHTS; UPR activation; percent of tunicamycin response over DMSO baseline; activation, % at 10 µM; 330,000 tested, 0.34% active; AID 449763, 2010;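 active = at 10 µM dose, activation of 40% or more, normalized to positive control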;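 also: 100% = tunicamycin at 10 µg/mL and 0% = DMSO alone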
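System: CHO-CHOP luciferase reporter cell line | Buffer or medium: F12 medium containing 10% fetal bovine serum | Doses: One dose, 10 µM in 0.5% DMSO | Times: 6 h compound exposure at 37 °C after overnight seeding | Signal: Luciferase luminescence | Read-out: % activation vs tunicamycin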
APJ antagonist: antagonists of human apelin receptor APJ, primary screen, CHO-K1 cells, beta-arrestin complementation, luminescence; P35414; inhibition, % at 20 µM; 330,000 tested, 0.32% active; AID 2521, 2010;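 active = inhibition above about 40% at 20 µM, limit read from the data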;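 also: cells challenged with 10 nM apelin-13 agonist together with compound; plate controls were apelin-13 plus DMSO wells for no effect and DMSO wells lacking apelin-13 for full effect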
XBP1 UPR activ: activators of adaptive XBP1 UPR arm, primary screen, cell-based, CHO-XBP1 luciferase reporter, luminescence, uHTS; activation, % at 20 µM; 330,000 tested, 0.33% active; IRE1-XBP1 UPR activation; percent of tunicamycin response, DMSO as zero;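 active = versus positive control, 20 µM dose yields 30% or more activation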;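 also: 100% = tunicamycin at 10 µg/mL and 0% = DMSO only wells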
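Material: CHO cell line with stable XBP1 luciferase reporter; schedule: 16-18 h cell attachment at 37 °C, then 6 h compound exposure; signal: glow luminescence from Steady-Glo reagent; medium: serum-containing F12 medium, 10% FBS; benchmarks: tunicamycin 10 µg/mL and vehicle-only wells; read-out: percent activation relative to tunicamycin reference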
APJ agonist: agonists of human apelin receptor APJ, primary screen, CHO-K1 cells, PathHunter beta-arrestin, luminescence | P35414 | 0% DMSO wells, 100% apelin | activation, % at 20 µM | 330,000 tested, 0.11% active | AID 2520, 2010;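 active = activation more than six SD over the plate average, tested at 20 µM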;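 also: 0% = DMSO alone and 100% = apelin-13 at 10 nM; some results filed as inactive read as strong as hits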
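Incubation: overnight seeding, 90 min compound at 25 °C, 1 h detection; test system: PathHunter CHO-K1 APJ (AGTRL-1) beta-arrestin reporter cells; amount: 1000 cells/well; doses: one dose, 20 µM compound, 1% DMSO; measured by: beta-gal luminescence; measure: agonist-driven arrestin binding to APJ; benchmarks: negative DMSO alone, positive Apelin-13 at 10 nM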
The depositor's hits bear a star; x = not tested or not shown; & = joins results of further samples.

1: COc1ccc(S(=O)(=O)N2CCC(C(=O)Oc3cccc(C)c3)CC2)cc1OC
2: CNc1nc(-c2ccccc2)nnc1C(F)(F)F
3: O=c1c2ccc(Cl)cc2nc2n1CC/C2=C\c1cccc(O)c1
4: COc1cc(CN2CCC(C(=O)NCC(C)(C)CN(C)C)CC2)ccc1OCc1ccccc1
5: COC(=O)c1ccc(C2NC(=O)CCC2[N+](=O)[O-])cc1 (centres undefined)
6: COc1ccc(C2OC(=O)CC2C(=O)N2CCN(c3cc(Cl)ccc3C)CC2)cc1OC (centres undefined)
7: Cc1ccc(NC(=O)CSc2nnc(CCCCCNC(=O)OC(C)(C)C)o2)c(C)c1
8: CCN(CC)CCNC(=O)c1ccc(-n2c(C)cc3c2CCCC3=O)cc1

screen / no.	1	2	3	4	5	6	7	8
Mdm2 MdmX PPI	25	7	35	92*	-1	21	-8	-33
Jurkat NFkB inh	1	7	-7	-4	15	-3	8	-15
697 NFkB inh	19	6	-1	12	11	4	13	-39
tim23-1 inh	21	9	-1	-4	12	0	28	10
UPR CHOP act	1.4	3.0	1.2	0.9	-1.2	-0.3	-1.6	3.4
APJ antagonist	1	10	9	12	0	2	9	0
XBP1 UPR activ	-4	3	6	-3	-3	-3	0	0
APJ agonist	6	0	-1	0	-5	-3	0	-1

9: O=C(Nc1ccccc1)c1cccnc1Nc1ccccc1
10: Cc1cc(NC(=O)COc2cccc([N+](=O)[O-])c2)no1
11: C=C[C@@H]1c2c(F)cccc2N(S(=O)(=O)c2ccc(C)cc2)[C@H](c2ccc(C(=O)OC)cc2)C1(C#N)C#N
12: CCCCOc1ccc(NC(=O)CN2CCN(C(=O)OCC)CC2)cc1
13: CCOC(=O)c1ccccc1NC(=O)CSc1nc(N)cc(N)n1
14: Cc1ccc(-c2nnn(CC(=O)N(CCN3CCOCC3)C(C(=O)NC(C)(C)C)c3ccco3)n2)cc1 (centres undefined)
15: O=C(COC(=O)CCc1ccccc1)Nc1ncc(Cl)cc1Cl
16: Cn1c(SCC(=O)c2ccc3c(c2)OCO3)nnc1C1COc2ccccc2O1 (centres undefined)

screen / no.	9	10	11	12	13	14	15	16
Mdm2 MdmX PPI	22	-3	14	-8	19	-6	-8	11
Jurkat NFkB inh	5	7	3	12	11	13	-7	-5
697 NFkB inh	26	22	-2	13	8	-12	-2	-3
tim23-1 inh	21	6	18	15	-1	-7	24	-8
UPR CHOP act	-1.3	0.5	0.8	0.8	-2.7	-1.6	-1.1	-1.8
APJ antagonist	14	14	5	2	15	-5	-12	5
XBP1 UPR activ	-1	-3	-2	2	0	0	0	-1
APJ agonist	-4	-4	-5	-2	3	-2	-2	-3

17: O=C(COc1cccc2ccccc12)N/N=C/C=C/c1ccccc1
18: CCOC(=O)c1c(N2C(=O)C=CC2=O)sc(C)c1C
19: COc1ccc(-c2cc(C(=O)Nc3nc4ccccc4s3)c3ccccc3n2)cc1OC
20: CCc1cc2c(=O)n(C(C)C(=O)OC3CCCCC3)cnc2s1 (centres undefined)
21: Cc1ccc(C(=O)Nc2nc(-c3ccc([N+](=O)[O-])cc3)cs2)o1
22: COC(=O)c1ccc2c(=O)[nH]c(COC(=O)c3[nH]c(C)c(C(C)=O)c3C)nc2c1
23: CCc1ccc2[nH]c3nc(N/N=C/c4cccc(O)c4)nnc3c2c1
24: CCOC(=O)C1CCCCN1Cc1ccc(C(F)(F)F)cc1 (centres undefined)

screen / no.	17	18	19	20	21	22	23	24
Mdm2 MdmX PPI	9	13	-21	-33	5	28	8	12
Jurkat NFkB inh	-7	0	-14	-70	3	-1	22	-18
697 NFkB inh	-14	10	-31	-47	14	2	60*	14
tim23-1 inh	10	20	28	23	22	9	12	0
UPR CHOP act	0.1	36	0.6	4.5	-0.2	1.8	4.9	0.6
APJ antagonist	-9	-5	14	-8	-21	-2	12	9
XBP1 UPR activ	1	-3	2	-2	-2	-4	-3	2
APJ agonist	-1	1	-2	-1	5	0	0	-6

A draw from above in order of heavy-atom count, low to high.
2: CNc1nc(-c2ccccc2)nnc1C(F)(F)F
5: COC(=O)c1ccc(C2NC(=O)CCC2[N+](=O)[O-])cc1 (centres undefined)
24: CCOC(=O)C1CCCCN1Cc1ccc(C(F)(F)F)cc1 (centres undefined)
13: CCOC(=O)c1ccccc1NC(=O)CSc1nc(N)cc(N)n1
17: O=C(COc1cccc2ccccc12)N/N=C/C=C/c1ccccc1
8: CCN(CC)CCNC(=O)c1ccc(-n2c(C)cc3c2CCCC3=O)cc1
16: Cn1c(SCC(=O)c2ccc3c(c2)OCO3)nnc1C1COc2ccccc2O1 (centres undefined)
11: C=C[C@@H]1c2c(F)cccc2N(S(=O)(=O)c2ccc(C)cc2)[C@H](c2ccc(C(=O)OC)cc2)C1(C#N)C#N

screen / no.	2	5	24	13	17	8	16	11
Mdm2 MdmX PPI	7	-1	12	19	9	-33	11	14
Jurkat NFkB inh	7	15	-18	11	-7	-15	-5	3
697 NFkB inh	6	11	14	8	-14	-39	-3	-2
tim23-1 inh	9	12	0	-1	10	10	-8	18
UPR CHOP act	3.0	-1.2	0.6	-2.7	0.1	3.4	-1.8	0.8
APJ antagonist	10	0	9	15	-9	0	5	5
XBP1 UPR activ	3	-3	2	0	1	0	-1	-2
APJ agonist	0	-5	-6	3	-1	-1	-3	-5

(listing goes on)
25: COc1ccc2[nH]c3c(c2c1)CCN1C(=O)C(CC(=O)NCc2ccco2)C[C@H](C(=O)N2CCOCC2)[C@@]31C (some centres undefined)
26: Cc1cccc(C(=O)N=c2c(C#N)cc3c(=O)n4cccc(C)c4nc3n2Cc2ccco2)c1
27: CC1=NN(c2ccccc2)C(=O)C1N=Nc1ccc(S(N)(=O)=O)cc1 (centres undefined)
28: Cc1ccc(CNC(=O)CCc2ccc(S(=O)(=O)NCC(C)C)cc2)cc1
29: COc1ccc(CCN(C)C(=O)C2CCCN(Cc3ccc(OC)c(OC)c3)C2)cc1OC (centres undefined)
30: Cc1ccc(Cn2ncc3c(N4CCN(CCc5ccccc5)CC4)ncnc32)cc1
31: CCc1ccc2nc(NC(=O)CCCc3cccs3)sc2c1
32: Cc1cccc(C(=O)NCCC(=O)NCc2ccccc2F)c1

screen / no.	25	26	27	28	29	30	31	32
Mdm2 MdmX PPI	21	3	23	15	-8&-28	16	0	6
Jurkat NFkB inh	x	5	2	-7	1&-8	20	-38	-2
697 NFkB inh	4	-6	-5	1	9&-1	-54	-24	0
tim23-1 inh	14	-7	-11	11	-16&1	23	25	21
UPR CHOP act	1.6	4.0	-1.1	-0.3	1.1&0.6	3.6	3.3	0.2
APJ antagonist	x	6	36	-11	-6&0	5	-7	-2
XBP1 UPR activ	1	1	8	2	-3&-2	-1	2	-1
APJ agonist	x	-3	-7	0	0&-2	3	-4	2

33: Cc1ccc(NC(=O)Cn2ncc(Cl)c(Cl)c2=O)cc1S(=O)(=O)N1CCCCC1
34: COc1cc(/C=N/O)ccc1OCc1ccc(Cl)cc1
35: O=[N+]([O-])c1cc(S(=O)(=O)Nc2cccc(C(F)(F)F)c2)ccc1-n1nnc2ccccc21
36: Cc1ccc(NC(=O)c2cc(N3C(=O)C4CC=CCC4C3=O)ccc2N2CCCCC2)cc1 (centres undefined)
37: O=C(c1cc2cc(Cl)ccc2[nH]1)N1CCc2ccccc2C1
38: CSc1sc(C(=O)NC(=O)NCc2cccnc2)c(C)c1-c1ccon1
39: CC(=O)NC(CC(=O)Nc1cc(Cl)ccc1-n1cncn1)c1ccccc1 (centres undefined)
40: O=C(c1nn(Cc2ccccc2)c(=O)c2ccccc12)N1CCN(c2ccccn2)CC1

screen / no.	33	34	35	36	37	38	39	40
Mdm2 MdmX PPI	100*	-186	18	8	9	24	5	25
Jurkat NFkB inh	8	-177	0	-11	-4	13	5	9
697 NFkB inh	-31	-218	-7	13	5	10	9	-8
tim23-1 inh	5	18	18	29	27	10	4	29
UPR CHOP act	88*	2.4	-3.2	4.6	5.8	-0.5	1.0	0.0
APJ antagonist	19	2	4	5	-22	14	11	-15
XBP1 UPR activ	-8	-2	4	-3	1	-2	-1	-1
APJ agonist	0	-3	-1	-1	-4	2	0	11

41: CCN(Cc1nc2cc(Cl)ccc2c(=O)[nH]1)C(=O)CN1C(=O)NC2(CCCCC2C)C1=O (centres undefined)
42: Cc1oc(-c2cccs2)nc1CS(=O)CC(=O)NCCCN1CC(C)CC(C)C1 (centres undefined)
43: O=C(Cn1ccc([N+](=O)[O-])n1)NCCc1c[nH]c2ccccc12
44: Cc1ccnc2nc(C(=O)OCC(=O)N(Cc3ccccc3)C(C)(C)C)nn12
45: COc1ccc(CCNC(=S)N2CCN(S(=O)(=O)c3ccc(C)cc3)CC2)cc1
46: C/C=C(\C)C(=O)NCCN1C2=NC[C@H](Cc3ccccc3)N2C[C@H]1Cc1ccc(O)cc1
47: Cc1ccc2[nH]c(C(=O)O)c(NC(=O)[C@@H]3C[C@@H]3c3ccccc3)c2c1
48: C=CCN(c1ccc(C(=O)Nc2ccc(C)cc2)cc1)S(C)(=O)=O

screen / no.	41	42	43	44	45	46	47	48
Mdm2 MdmX PPI	10	-20	3	9	11	15	20	21
Jurkat NFkB inh	18	9	-5	-81	12	-1	9	9
697 NFkB inh	9	0	2	13	-16	17	17	-12
tim23-1 inh	7	8	-16	4	21	15	9	-11
UPR CHOP act	-1.6	-0.1	0.3	1.4	3.2	1.6	-0.6	-0.3
APJ antagonist	2	5	5	10	14	-31	20	-9
XBP1 UPR activ	-1	1	2	0	0	2	0	-1
APJ agonist	2	9	-3	-1	7	8	-2	-1

Compound activity as filed in PubChem.
